SENP6 inh – SENP6 protease inhibitors, primary screen, biochemical, luminescence, uHTS | Sentrin-specific protease 6 (Homo sapiens), Q9GZR1 | Recombinant SENP6 catalytic domain, aminoluciferin luminescence | inhibition, % at 10 µM | hit rate 1.8% among 330,000 | AID 2599, 2010;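 active = inhibition above about 50% at the single tested dose, limit read from the data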;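 also: plate controls were DMSO wells with enzyme for no effect and DMSO wells lacking enzyme for full effect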
HKDC1 inh – HKDC1 hexokinase inhibitors, primary screen, biochemical, fluorescence, uHTS | Q2TB90 | recombinant HKDC1, G6PDH/diaphorase resazurin coupled fluorescence | inhibition, % at 20 µM | hit rate 0.16% among 340,000 | AID 493160, 2011;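 active = inhibition above about 35% when tested at 20 µM, limit read from the data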;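 also: plate controls were DMSO wells with enzyme for no effect and DMSO wells lacking enzyme for full effect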
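Test system: HK5 enzyme. Quantity: 5 µg/mL HK5 final. Reagent: glucose and ATP substrates. Schedule: 90 min reaction incubation at room temperature, dark. Technique: resazurin-to-resorufin fluorescence via G6PDH and diaphorase coupling, 525/613 nm. Control set: DMSO wells with and without enzyme mix.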
SENP7 inh – SENP7 protease inhibitors, primary screen, biochemical, luminescence, uHTS. inhibition, % at 5 µM. recombinant SENP7, Z-RLRGG-aminoluciferin luminescence, 40 min. hit rate 1.5% among 330,000;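 active = inhibition above about 50% at the single test dose, limit read from the data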;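 also: plate controls were DMSO with enzyme for no effect and no enzyme buffer wells for full effect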
Target sequence (Q9BQF6 706-1050 limits assumed): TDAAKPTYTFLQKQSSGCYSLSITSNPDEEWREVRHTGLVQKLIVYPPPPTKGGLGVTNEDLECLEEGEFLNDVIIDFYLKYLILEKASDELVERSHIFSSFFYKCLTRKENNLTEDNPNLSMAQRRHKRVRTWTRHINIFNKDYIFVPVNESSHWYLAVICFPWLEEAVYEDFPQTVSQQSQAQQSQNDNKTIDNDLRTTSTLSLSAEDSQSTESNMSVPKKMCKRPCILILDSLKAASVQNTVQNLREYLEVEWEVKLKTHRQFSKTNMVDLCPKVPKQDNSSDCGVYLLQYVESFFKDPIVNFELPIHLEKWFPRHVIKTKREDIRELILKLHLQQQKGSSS
SENP1 inh – human SENP1 catalytic domain inhibitors, primary screen, biochemical, FRET, uHTS | Sentrin-specific protease 1 (Homo sapiens), Q9P0U3 | recombinant SENP1 catalytic domain, CyPet-SUMO1-YPet FRET cleavage | inhibition, % at 10 µM | hit rate 0.21% among 360,000 | AID 624204, 2012;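 active = inhibition at least 30% at 10 µM, raw YFP signal under a set limit, fluorescence ratio 0.5 to 1.5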;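 also: 0% = enzyme with DMSO and 100% = no enzyme wells; some results filed as inactive read as strong as hits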
Target sequence (Q9P0U3 419-644 limits assumed): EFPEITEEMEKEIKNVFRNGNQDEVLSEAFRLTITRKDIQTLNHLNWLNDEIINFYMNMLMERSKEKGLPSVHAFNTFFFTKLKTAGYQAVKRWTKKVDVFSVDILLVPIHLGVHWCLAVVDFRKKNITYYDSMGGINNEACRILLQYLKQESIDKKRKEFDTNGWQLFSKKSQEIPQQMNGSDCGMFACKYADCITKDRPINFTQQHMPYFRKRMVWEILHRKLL
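Test system: recombinant human SENP1 catalytic domain, His6-tagged / Medium: pH 8 Tris buffer with EDTA, NaCl, BME, BSA, NP40, catalase / Also added: SUMO1 FRET substrate flanked by Cypet and Ypet, 25 nM / Times: 50 min reaction at room temperature / Signal: FRET, CFP and YFP emission / Control set: no-enzyme low control and enzyme-plus-DMSO high control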
NALP3 yeast inh – NALP3 inflammasome inhibitors in reconstituted yeast, primary screen, luminescence, uHTS | Yeast reconstituted NLRP3/ASC/caspase-1, beta-gal luminescence, 24 h | inhibition, % at 10 µM | hit rate 0.39% among 330,000;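 active = inhibition of 50% or more; inactive = inhibition below 50%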;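 also: plate controls were induced DMSO wells for no effect and uninduced yeast grown without galactose for full effect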
SENP8 block-1 – SENP8 protease inhibitors, primary screen, biochemical, luminescence; AID 2540, 2010; hit rate 1.2% among 330,000; Sentrin-specific protease 8 (Homo sapiens), Q96LD8; inhibition, % at 10 µM; purified SENP8, Z-RLRGG-aminoluciferin cleavage; in the data active = inhibition above about 50%
Target sequence (Q96LD8 whole entry, looked up): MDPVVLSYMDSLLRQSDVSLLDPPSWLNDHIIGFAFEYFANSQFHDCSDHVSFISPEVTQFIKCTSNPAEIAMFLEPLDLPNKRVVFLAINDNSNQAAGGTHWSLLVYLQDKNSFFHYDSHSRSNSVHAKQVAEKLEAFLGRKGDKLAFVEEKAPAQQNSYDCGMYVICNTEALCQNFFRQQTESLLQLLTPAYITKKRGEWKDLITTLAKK
SENP8 block-2 – human SENP8 protease inhibitors, primary screen, biochemical, fluorescence, Nedd8 protein substrate, uHTS; Sentrin-specific protease 8 (Homo sapiens), Q96LD8; recombinant SENP8; inhibition, % at 20 µM; hit rate 0.64% among 360,000; AID 602440, 2012; in the data active = inhibition mostly above about 40%, no sharp cut-off; inactive = mostly below about 27%
Apaf1 inhib – inhibitors of human Apaf-1 apoptosome, primary screen, biochemical, DEVD-Rh110 fluorescence, uHTS. reconstituted apoptosome caspase-3 activity. Apoptotic protease-activating factor 1 (Homo sapiens), O14727. inhibition, % at 20 µM. hit rate 0.71% among 330,000. AID 489030, 2010; active = inhibition of at least 40% at 20 µM;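 also: plate controls were DMSO wells for no effect and DEVD-CHO caspase inhibitor wells for full effect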
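Material: reconstituted apoptosome with Apaf-1, cytochrome c, caspase-9, procaspase-3, dATP. Technique: Rh110 fluorescence intensity. Buffer or medium: pH 7.5 Hepes buffer with CHAPS, BSA, DTT. Times: 30 min plus 50 min, RT.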
PfG6PD inh – PfG6PD enzyme inhibitors, primary screen, biochemical, fluorescence intensity, uHTS; glucose-6-phosphate dehydrogenase-6-phosphogluconolactonase (Plasmodium falciparum 3D7); PfGluPho enzyme, NADPH resazurin-diaphorase fluorescence; inhibition, % at 20 µM; hit rate 0.78% among 350,000;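 active = inhibition reaching at least a set limit at 20 µM in the primary screen, cut at about 59% in these data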;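 also: 0% = DMSO wells with substrate and 100% = DMSO wells lacking glucose-6-phosphate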
Starred values were filed as active, the others as inactive; i = inactive; . = not tested or not shown.

SMILES	SENP6 inh	HKDC1 inh	SENP7 inh	SENP1 inh	NALP3 yeast inh	SENP8 block-1	SENP8 block-2	Apaf1 inhib	PfG6PD inh
O=C(COC(=O)c1c(F)cccc1F)Nc1ccc2c(c1)OCO2	-4.7	-2.0	0.8	-0.5	11.3	-8.0	5.4	0.5	11.9
CCCCNC(=O)c1onc(CSc2cccc(OCC)c2)c1C(=O)O	-2.7	-4.0	-3.0	2.1	-0.8	-5.4	10.6	12.5	-16.4
Cc1ccc(CN2CCC(Oc3ccc(C(=O)NCc4ccccn4)cc3)CC2)o1	2.4	-8.6	-2.5	-3.9	15.1	5.1	5.5	-1.8	4.2
O=c1c2c(n3nnnc3n1Cc1ccccc1)-c1ccccc1CC21CCCC1	-12.2	3.3	-11.3	-0.4	-5.5	-6.6	-90.4	19.0	-10.8
CCOc1ccc(Nc2ncnc3c2cnn3-c2ccccc2)cc1	-13.0	-2.8	7.5	2.0	24.2	-16.9	-51.1	16.0	-1.8
CCOC(=O)c1nn(-c2ccc(Cl)cc2)c(C)cc1=O	0.2	-2.6	-8.3	0.1	18.4	-5.1	13.0	-3.4	-1.8
CC(=O)/C(N=Nc1ccc(C(=O)O)cc1[N+](=O)[O-])=C(\C)O	-4.8	4.3	59.1*	3.0	-9.8	50.7*	23.7	-28.8	5.4
CC(=O)N1c2ccc(S(=O)(=O)N3CCCCC3)cc2CC1C(=O)Nc1ccc(C)cc1 (stereo not given)	-2.1	-0.2	-1.8	1.0	9.1	-1.3	13.1	11.3	1.9
CC(=O)N1CCc2ccc(S(=O)(=O)N3CC(C)OC(C)C3)cc21 (stereo not given)	-21.2	-0.8	7.1	0.2	-7.5	2.6	8.1	-5.1	-14.6
CC(Sc1nccn1C)C(=O)c1ccc(Br)cc1 (stereo not given)	-24.7	-1.3	9.5	1.8	36.2	1.5	13.6	3.9	-5.9
COc1cc(/C=C/c2ccc3cccc(O)c3n2)cc(Cl)c1OC	58.4*	-1.6	54.8*	7.2	6.2	46.5	-63.4	15.8	72.8*
Cc1ccc(C(=O)N(c2ccccn2)C(C)c2ccco2)cc1 (stereo not given)	7.2	-4.8	-7.8	0.2	-7.9	-10.0	13.6	3.8	-18.9

Entries listed so far that bear a hit mark in SENP7 inh:
smiles,SENP6 inh,HKDC1 inh,SENP7 inh,SENP1 inh,NALP3 yeast inh,PfG6PD inh
CC(=O)/C(N=Nc1ccc(C(=O)O)cc1[N+](=O)[O-])=C(\C)O,-4.8,4.3,59.1*,3.0,-9.8,5.4
COc1cc(/C=C/c2ccc3cccc(O)c3n2)cc(Cl)c1OC,58.4*,-1.6,54.8*,7.2,6.2,72.8*

(listing goes on)
SMILES	SENP6 inh	HKDC1 inh	SENP7 inh	SENP1 inh	NALP3 yeast inh	SENP8 block-1	SENP8 block-2	Apaf1 inhib	PfG6PD inh
O=C(C1CCC1)N1CCN(S(=O)(=O)c2ccccc2)CC1	1.2	-1.0	-12.3	0.2	3.3	-6.8	-0.6	3.1	-8.7
C#CCN1C=CC(=O)[C@@H](OC(=O)Nc2ccc(Cl)cc2)[C@H]1c1ccccc1Br	.	-0.8	.	-0.6	.	.	-15.9	.	5.5
COc1ccc(OC)c(N(CC(=O)N2CCCC2)S(=O)(=O)c2ccc(OC)c(OC)c2)c1	-7.0	-7.3	1.9	2.2	5.3	8.7	15.0	-10.2	-4.3
CCCN1CCN(C(=O)Cn2ncc3c([nH]c4ccc(C)cc43)c2=O)CC1	18.4	-2.6	5.6	-0.7	6.1	1.1	-161.1	9.7	-1.0
Cc1ccc(-n2c(Cc3cccs3)nnc2SCC(=O)OC(C)C)cc1	-2.2	5.3	3.0	-0.3	3.6	0.2	14.3	12.5	-7.5
CCN(CC)CCCN1C(=O)C2C(C(=O)Nc3ccc(C(C)C)cc3)C3C=CC2(O3)C1C(=O)NC1CCCCC1 (stereo not given)	-0.1	-7.3	7.4	-0.9	14.6	7.3	7.0	9.5	8.1
CCOc1ccc(C2NC(=O)NC(C)=C2[N+](=O)[O-])cc1OC (stereo not given)	5.7	-0.5	-12.9	-2.3	-1.0	-6.7	15.4	-11.0	2.1
CCS(=O)(=O)N1CCC(C(=O)Nc2ccccc2OC)CC1	9.8	-4.5	-0.1	0.4	4.3	5.3	5.9	-4.6	5.3
CCOC(=O)C(C)Sc1nc2c(cnn2-c2ccc(F)cc2)c(=O)[nH]1 (stereo not given)	-0.7	6.8	-5.0	1.5	14.1	-8.7	-0.8	10.4	-26.3
CN(C)c1ccc(/C=C/c2nc3ccccc3c(=O)[nH]2)cc1	-11.8	-0.2	95.2*	-21.1	10.9	93.0*	-233.7	15.7	-2.5
O=C(N/N=C\c1ccc2c(c1)OCO2)c1cncc(Br)c1	-20.3	3.5	-2.0	0.9	6.8	-10.4	-20.9	4.1	4.6
CCCCCCN1C=CC=C/C1=C\C=C(C#N)C#N	-7.5	-4.2	-9.2	-13.4	31.7	-5.2	42.6*	-0.4	36.5

An excerpt from above in order of the PfG6PD inh value, high to low:
mol,PfG6PD inh
CCS(=O)(=O)N1CCC(C(=O)Nc2ccccc2OC)CC1,5.3
CCCN1CCN(C(=O)Cn2ncc3c([nH]c4ccc(C)cc43)c2=O)CC1,-1.0
CN(C)c1ccc(/C=C/c2nc3ccccc3c(=O)[nH]2)cc1,-2.5

(continued)
SMILES	SENP6 inh	HKDC1 inh	SENP7 inh	SENP1 inh	NALP3 yeast inh	SENP8 block-1	SENP8 block-2	Apaf1 inhib	PfG6PD inh
CCC(=O)c1ccc(N2CCN(C(=O)Cc3ccccc3)CC2)c(F)c1	-18.5	3.8	-2.3	2.1	20.1	-6.6	-16.7	9.7	-8.9
COc1cccc(CC2(CO)CCCN(C(=O)c3cc[n+]([O-])cc3)C2)c1 (stereo not given)	-16.1	-9.4	6.9	1.7	9.8	2.8	9.3	-0.8	-4.7
COc1ccc(CNC(=O)CCc2nc(-c3ccccc3F)no2)c(OC)c1	5.1	5.3	14.6	-1.0	20.6	-11.5	32.7	1.8	13.7
Cc1ccccc1OCCC(=O)Nc1ccc(S(=O)(=O)N(C)C2CCN(C)CC2)cc1	-8.1	3.0	6.2	-2.3	6.2	-15.8	10.1	7.2	-4.0
CN(C)S(=O)(=O)c1ccc(Cl)c(NC(=O)COC(=O)CN2C(=O)C3CCCCC3C2=O)c1 (stereo not given)	-9.0	-7.5	-3.9	1.7	-3.6	-6.5	-1.4	-17.6	3.4
Cc1nn(-c2ccccn2)c2c1-c1nc(N)ncc1CC2	12.2	1.1	7.7	1.7	-3.5	1.2	i	10.2	-3.4
O=C(C[C@H]1C/C=C\C[C@H](NC(=O)OCC2c3ccccc3-c3ccccc32)C(=O)O[C@@H](c2ccccc2)CNC1=O)NCCO	24.1	-3.4	5.5	0.2	8.1	-8.6	7.6	4.8	3.1
O=C(NC(=S)NN1CCOCC1)c1cc(Br)ccc1Cl	-8.8	-4.9	3.0	0.7	22.2	-10.6	3.5	-3.9	26.4
Cc1ccc(C)c(NC(=S)N2CCCCC2CO)c1 (stereo not given)	-3.7	-8.5	7.6	0.9	8.7	1.4	-4.2	-2.1	-8.7
CCN(CC)S(=O)(=O)c1cc(NC(=S)NC(=O)C2CCCC2)ccc1C	-4.4	-3.0	-2.1	1.4	13.2	11.3	14.8	14.4	-2.4
Cc1ccc(S(=O)(=O)Nc2ccc3ccccc3c2[N+](=O)[O-])cc1	.	15.4	.	-0.1	.	.	7.8	.	-27.3
COc1ccc(N(CC(=O)NCCSCc2cccc(Cl)c2)S(C)(=O)=O)cc1Cl	13.2	-1.9	0.0	1.7	15.4	-2.1	-2.7	18.5	12.5
COc1ccc(/C=N\NC(=O)c2ccccc2F)cc1COc1ccc(F)cc1	-15.6	-3.4	9.6	-0.6	15.6	-10.2	-40.2	17.2	1.1
COc1ccc(S(=O)Cc2ccc(C(=O)NCc3cccc(OC)c3)o2)cc1 (stereo not given)	-1.5	-6.1	2.5	1.7	9.1	-0.8	20.7	-4.6	26.5
CN(Cc1ccc(Cl)cc1)C(=O)c1ccc2ccccc2n1	-5.8	0.5	-0.3	-2.0	24.3	0.4	8.8	4.6	-17.9
O=C(NC(=S)Nc1ccc2cn[nH]c2c1)c1ccccc1	-0.5	-3.9	-0.5	1.6	0.2	3.2	0.9	1.5	-3.2
COc1ccc(CNC(=O)c2ccc(NS(=O)(=O)c3ccc4[nH]c(=O)[nH]c4c3)cc2)cc1OC	-12.9	5.3	-5.4	1.5	12.8	-19.5	-0.8	8.3	-29.0
CCCOC(=O)c1[nH]c2c(c1C)C(=O)CC(c1ccc(OC)c(OC)c1)C2 (stereo not given)	-13.2	-6.3	1.3	-21.6	13.1	5.2	1.9	-14.8	-13.9
CCC(Sc1nc2ccncc2[nH]1)C(=O)Nc1cc(Cl)ccc1C (stereo not given)	-11.8	-0.2	-4.1	-1.3	4.4	-3.6	5.6	6.8	4.0
COc1cc(/C=N/NC(=O)c2cccs2)ccc1OCc1ccccc1	1.9	0.5	-0.4	4.6	-9.7	-3.9	-160.9	2.2	4.2
COC(=O)Cn1ncn2c(cc3oc(C)cc32)c1=O	-8.2	-3.2	-1.3	-2.0	13.8	-9.9	15.7	-0.7	-13.8
COc1cc(OC)c2c(c1)C(=O)c1cc(OC)cc(OC)c1C2=O	-14.2	9.5	3.1	11.4	11.2	0.7	57.4*	8.6	-5.6
Cc1ccc(S(=O)(=O)N2CCC(C(=O)OCC(=O)N3CCCC3=O)CC2)cc1C	-18.1	-5.0	8.8	3.2	22.4	-4.7	9.9	4.5	-8.2
CC(C)CN(C(=O)COC(=O)CNC(=O)c1ccccc1)c1c(N)n(Cc2ccccc2)c(=O)[nH]c1=O	5.3	-6.0	-0.1	-3.1	2.8	11.9	-2.4	5.8	-3.9
CC(=O)Nc1ccc(Oc2nc(-c3cccnc3)nc3sc4c(c23)CCCC4)cc1	-10.1	2.9	-8.9	2.1	4.8	-5.1	21.5	-12.3	-4.2
CCc1nnc(NS(=O)(=O)c2ccc(N3C(=O)c4ccc(C(=O)O)cc4C3=O)cc2)s1	-7.9	2.0	5.1	1.8	2.6	9.6	6.9	7.3	-17.3
Cc1ccc(CSCCNC(=O)CSc2ccccc2)cc1	-11.3	-4.7	-8.1	1.0	18.8	1.2	-2.0	9.5	6.8
CCC(O)C1CCN(C(=O)c2ccc(OC3CCN(Cc4ccccn4)CC3)cc2)CC1 (stereo not given)	11.6	-5.1	3.6	-10.1	7.1	8.9	-0.1	-2.4	0.8
C[C@H](O)[C@@H]1C(=O)N2CCc3ccc(-c4ccccc4)cc3[C@@H]2C[C@@H]1N(C)C(=O)c1ccc(C#N)cc1	.	-2.3	.	-12.6	.	.	-31.9	.	0.1

High-throughput results from PubChem.
